# AmpC detergent: inhibitors of E. coli AmpC beta-lactamase with detergent; hit rate 0.041% among 370,000; P00811; AmpC hydrolysis of nitrocefin, absorbance 480 nm, 0.01% Triton; AID 485294; Potency, µM (series often up to 114 µM), for inactives: at the top dose activity change, negative = inhibition, most hits filed as inhibitors;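 also: potency is read from the fitted curve at half-maximal effect; 0% = no-compound wells and -100% = no-enzyme wells; nearly all actives have a fitted effect of over 25% in size; some results filed as inactive show a strong effect at the top dose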
# Target sequence (P00811 whole entry, looked up): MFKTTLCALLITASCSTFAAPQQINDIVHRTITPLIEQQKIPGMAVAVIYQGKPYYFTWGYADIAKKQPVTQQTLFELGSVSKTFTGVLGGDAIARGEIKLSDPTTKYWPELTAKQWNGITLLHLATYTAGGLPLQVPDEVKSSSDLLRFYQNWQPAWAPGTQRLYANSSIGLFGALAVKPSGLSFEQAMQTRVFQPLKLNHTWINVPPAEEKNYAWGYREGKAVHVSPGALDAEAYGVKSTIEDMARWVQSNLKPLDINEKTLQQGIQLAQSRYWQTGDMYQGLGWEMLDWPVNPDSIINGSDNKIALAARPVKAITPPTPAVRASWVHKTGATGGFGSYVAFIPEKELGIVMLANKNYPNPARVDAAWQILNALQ
#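 20 mM phosphate pH 7.0 + 0.01% (detergent screen) or 0.0001% Triton X-100; 5.3 nM AmpC reagent; cpd preinc 15 min RT; nitrocefin (800 uM stock) to start; A480 q20 s × 4 min; Activity was normalised to no-enzyme and no-compound control wells.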
# AmpC no deterg: inhibitors of E. coli AmpC beta-lactamase without detergent; Potency, µM (doses to about 57.1 µM), for the others: at the top dose activity change, negative = inhibition, actives largely listed as inhibitors; AmpC nitrocefin hydrolysis, absorbance 480 nm, 0.0001% Triton; hit rate 0.52% among 330,000;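 also: potency is read from the fitted curve at half-maximal effect; plate controls were no compound for no effect and no enzyme for full effect; nearly all actives have a fitted effect of over 20% in size; some results filed as inactive show a strong effect at the top dose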
#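 AmpC (5.3 nM in the dispensed reagent) in 20 mM phosphate pH 7.0 with 0.01% (detergent screen) or 0.0001% Triton X-100 was preincubated with compounds for 15 min at room temperature. Nitrocefin was then added from an 800 uM solution, and hydrolysis was followed at 480 nm.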
# Cycloheximide cs: affects cycloheximide protein synthesis inhibition readout, counter-screen | hit rate 12% among 300,000 | cell reporter, cycloheximide protein synthesis inhibition counterscreen | max response, %; in the data active = max response mostly above about 13%, no sharp cut-off; inactive = mostly below about 14%; also: read at 38.3 µM for the half of the compounds with a filed dose; 0% is about no effect
# FBPA Giardia inh: Giardia lamblia aldolase inhibition. Potency, µM (series often up to 59.6 µM), without a hit: top-dose activity, negative = inhibition, hits mostly inhibitors. A8B2U2. purified Giardia FBPA. hit rate 0.71% among 290,000; also: potency is read from the fitted curve at half-maximal effect; % is scaled to controls: 0 for no effect and ±100 for the full control effect; nearly all actives have a fitted effect of over 55% in size
# Target sequence (A8B2U2 whole entry, looked up): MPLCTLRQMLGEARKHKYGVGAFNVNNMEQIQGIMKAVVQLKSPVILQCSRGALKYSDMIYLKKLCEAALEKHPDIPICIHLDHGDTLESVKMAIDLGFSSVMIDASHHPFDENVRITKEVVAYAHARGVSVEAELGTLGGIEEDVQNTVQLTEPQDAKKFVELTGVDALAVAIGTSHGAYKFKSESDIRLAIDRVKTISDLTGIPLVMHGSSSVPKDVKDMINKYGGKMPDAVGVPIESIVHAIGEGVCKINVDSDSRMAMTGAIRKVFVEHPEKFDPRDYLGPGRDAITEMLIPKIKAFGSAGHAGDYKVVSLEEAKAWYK
#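 40 nM FBPA preincubated 10 min at RT with compound (up to 57.5 uM final), then substrate plus GAPDH/TPI/NAD/arsenate coupling and diaphorase/resazurin added. Fluorescence read after 20 min at RT, 525/598 nm.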
# HCMV inh: inhibitors of human cytomegalovirus; hit rate 4.5% among 410,000; HFF cells, HCMV-luciferase reporter, 72 h; active compounds read low; activity change, negative = inhibition, % at 57.5 µM; in the data active = activity change below about -60%; inconclusive = no clear call, values can overlap the other calls; inactive = above about -39%; also: % is scaled to controls: 0 for no effect and ±100 for the full control effect
#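 After 16 h attachment at 37C, HFF cells received test compound and HCMV-luciferase (1 PFU/cell); reporter luminescence read 72 h later, data normalized against buffer-only and known inhibitor Salinomycin.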
# Shiga toxin inh: Shiga toxin inhibition | hit rate 9.2% among 290,000 | inhibition, % at 38.7 µM | AID 2315 | Vero cells, Shiga toxin protein synthesis inhibition reporter; in the data active = inhibition mostly above about 28%, no sharp cut-off; inactive = mostly below about 43%; also: 0% is about no effect
# AMA1-RON2 inh: disrupts binding of P. falciparum AMA1 to RON2; AlphaScreen AMA1-biotinylated RON2 peptide binding; Potency, µM (titrated, usually from 58.2 µM), without a hit: top-dose activity change, negative = inhibition, most hits filed as inhibitors; hit rate 0.2% among 360,000;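 also: potency is read from the fitted curve at half-maximal effect; 0% = vehicle wells and -100% = peptide control; nearly all actives have a fitted effect of over 45% in size; some results filed as inactive show a strong effect at the top dose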
#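 AMA1 (3D7) with his tag at 25 nM final met compounds first, then biotinylated RON2 peptide at 25 nM; detection used donor plus acceptor beads, 10 µg/mL apiece, read by AlphaScreen after 30 min at room temperature.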
# The depositor's hits bear a star; ? = inconclusive; . = not tested or not shown; [ ] = remark or other dose. Unless noted, calls follow the shape of the dose curve; as a rule, active = well fitted curve in the direction sought with a large enough effect; inconclusive = small, poorly fitted or top-dose-only effect, or another doubt; inactive = no such curve, though single readings can be large; an effect the other way counts as inactive or inconclusive. The order is random, and some 16% of all compounds hit somewhere here.
# Start of the data: the first five entries, ahead of the listing:
SMILES,AmpC detergent,AmpC no deterg,Cycloheximide cs,FBPA Giardia inh,HCMV inh,Shiga toxin inh,AMA1-RON2 inh
COc1ccc2cc3cc(C(=O)NCCN4CCN(Cc5ccccc5)CC4)oc3nc2c1,2%,6%,-4,-19%,-29,-10,8%
COc1ccc(C(CNC(=O)COc2ccc(F)cc2Br)N2CCCC2)cc1 (stereo not given),5%,149%[activator],-6,-1%,-61*,19,-13%
Fc1ccc(COc2ccccc2CNc2nn[nH]n2)cc1,-1%,-22%,-7,0%,-21,-8,-18%
CC(C)CC1Nc2ncnc(N3CCCCC3)c2N(Cc2ccccc2)C1=O (stereo not given),-11%,4%,.,.,.,.,-5%
CCOc1ccc(NC(=O)c2ccccc2SC)cc1,3%,-26%,50*,16%,2,59*,9%

# The whole of this part, from the start:
SMILES,AmpC detergent,AmpC no deterg,Cycloheximide cs,FBPA Giardia inh,HCMV inh,Shiga toxin inh,AMA1-RON2 inh
COc1ccc2cc3cc(C(=O)NCCN4CCN(Cc5ccccc5)CC4)oc3nc2c1,2%,6%,-4,-19%,-29,-10,8%
COc1ccc(C(CNC(=O)COc2ccc(F)cc2Br)N2CCCC2)cc1 (stereo not given),5%,149%[activator],-6,-1%,-61*,19,-13%
Fc1ccc(COc2ccccc2CNc2nn[nH]n2)cc1,-1%,-22%,-7,0%,-21,-8,-18%
CC(C)CC1Nc2ncnc(N3CCCCC3)c2N(Cc2ccccc2)C1=O (stereo not given),-11%,4%,.,.,.,.,-5%
CCOc1ccc(NC(=O)c2ccccc2SC)cc1,3%,-26%,50*,16%,2,59*,9%
Cc1c(NC(=O)C2CCCN(S(=O)(=O)c3cnc[nH]3)C2)c(=O)n(-c2ccccc2)n1C (stereo not given),-11%,-1%,14,0%,95,-8,-3%
Cc1cccc(C(=O)OCC(=O)N2CCCCCC2)c1,-7%,-6%,.,.,-4,.,-2%[11.6 µM]
COc1cc(CCCN2CCNC[C@@H]2CC2CCCCC2)cc(OC)c1OC,.,13%,.,.,6,.,-2%
COCCCN(C(C)=O)c1nc(-c2ccc(OC)cc2)cs1,-1%,38%,20,-1%,84,36,-4%
Cc1cccc([C@@H]2[C@@H]3C(=O)N(Cc4ccccc4)C(=O)[C@@H]3[C@]3(C)C(=O)N(c4cccc(Cl)c4)C(=O)N23)c1,-15%,99%[activator],-2,-2%,-18,3,-4%
CCc1cccc(CC)c1NC(=O)CSc1nnc(C(C)C)n1CC,-7%,-16%,-6,1%,15,-4,-11%
CCCS(=O)(=O)N1CCCC(C(=O)N2CCCCC2)C1 (stereo not given),0%,-24%,-4,-1%,-17,-18,-2%
Cc1cc(C)n(CC(=O)NCCC2=CCCCC2)n1,0%,-5%,0,-6%,-27,8,-8%
Nc1nc(NCc2ccco2)nc(NCCO)c1[N+](=O)[O-],-10%,2%,-2,0%,16,-5,0%
COc1cccc(/C=C/C(=O)OCC(=O)Nc2ccc(N3CCOCC3)cc2)c1OC,6%,-12%[11.4 µM],-3,9%,-38,-2,17%
Clc1ccc(-c2nnc3sc(-c4ccc(Br)o4)nn23)cc1,?,-48%,1,3%,-7,-12,-8%
CC1CCC2(CC1)NC(=O)N(CC(=O)Nc1cc(S(=O)(=O)N3CCCC3)ccc1Cl)C2=O (stereo not given),.,-26%,.,.,37,.,26%
CCNc1nnc(-c2ccc(C)cc2)o1,-12%,-13%,42*,-1%,65,107*,-2%
Cn1c(SCc2cccnc2)nc2cccnc21,-20%,-9%,1,-6%,14,33,12%
CCC(C)[C@@H](C(=O)N1CCNCC1)n1cc(CCCCN)nn1 (stereo not given in full),-3%,-13%,-1,-6%,-8,-3,5%
CS(=O)(=O)NNC(=O)Cn1nnc(-c2cc(C(F)(F)F)cc(C(F)(F)F)c2)n1,9%,18%,-1,-3%,-5,-15,-2%
COc1ccc(NC(=O)C2CCCN2C(=O)NC2CCCCC2)c(OC)c1 (stereo not given),9%,-3%,-7,10%,6,-5,18%
CCc1ccc(CNC(=O)C2CCCN(S(=O)(=O)N3CC(C)CC(C)C3)C2)cc1 (stereo not given),4%,21%,7,-7%,0,-8,10%
O=C(c1ccccc1)c1ccc2ccccc2n1,5%,-8%,39*,-2%,-32,74,21%
Cn1c(=O)[nH]c(=O)c2c1nc(N1CCN(CCO)CC1)n2Cc1ccccc1,?,-12%,-2,2%,-5,-10,-11%
CC(C)(O)CCC(C)(C)O,5%,-10%,.,.,2,.,6%
O=[N+]([O-])c1ccc2c(c1)CNc1ccccc1O2,7%,-25%,9,-10%,17,-3,-6%
COc1c(OC(C)=O)ccc(/C=N\NC(=O)c2ccc(Br)cc2)c1[N+](=O)[O-],-3%,59%,1,-1%,?,-1,-21%
Nc1[nH]nc2nc(NCc3ccccc3)c3c(c12)CCN(Cc1ccccc1)C3,-19%,26%,8,4%,1,-21,-11%
CN1CCN(C(=O)c2cc(Cl)cc(Cl)c2NC(=O)c2ccco2)CC1,1%,-24%,-4,-1%,-33,-11,-3%
CCOc1ccc(Cl)cc1CNCCc1ccccc1F,1%,4%,5,-2%,-12,-8,-7%
CCC(=O)c1cn(Cc2ccccc2C#N)c2ccccc12,-11%,-6%,-1,4%,30,-6,22%
COc1ccc(OC)c(C2NC(=O)NC(C)=C2C(=O)OC2CCCCC2)c1 (stereo not given),-16%,79%[activator],-2,14%,-6,.,0%
O=C(COC(=O)COc1ccccc1)NCCc1ccccc1,-17%,4%,.,.,1,.,2%
CC(C)(C)N/N=C/c1c(O)n(-c2ccc(Cl)cn2)c(=O)c2ccccc12,-8%,-22%,-2,-1%,?,11,-3%
CC(=O)Oc1c(Sc2ccccc2[N+](=O)[O-])c(C)nn1C(C)(C)C,-7%,27%,1,6%,-9,1,-27%
CCOc1ccc(N(C(=O)c2ccccc2Cl)C2=NC(C)(C)CS2)cc1,-14%,2%[11.4 µM],28*,-5%,-20,66*,-24%
C=CCn1cc(C(=O)NCCCOCC)c(=O)c2cc(S(=O)(=O)N(CC)CC)ccc21,3%,103%[activator],-6,21%,-17,-7,-4%
CCOC(=O)Cc1csc(NC(=O)c2ccco2)n1,-4%,-13%,50*,-10%,36,50*,13%
Cc1c(C)n(Cc2ccccc2)c2ncnc(NCCCN(C)C)c12,-1%,17%,0,2%,-19,-6,-14%
COc1cc(NC(=O)CSc2nnc(C)s2)cc(OC)c1,-7%,-11%,-2,2%,-10,-9,4%
COc1ccc(CNC(=O)C2CCCN2)cc1OC (stereo not given),?,-11%,-2,?,18,-10,4%
Cc1cc(C)c2nc(SCc3ccc([N+](=O)[O-])cc3)nc(C)c2c1,-2%,-13%,-7,.,1,-34,-7%
OC(c1ccccc1)(c1ccccc1)C1CCN(C(=S)NCCc2ccccc2)CC1,11%,-7%,-1,-8%,-6,18,7%
COc1ccc(N=C2NC(=O)/C(=C/c3ccc(O)c(OC)c3)S2)cc1,0%,-43%,1,-1%,-64*,-15,13%
O=S(=O)(c1ccc(Cl)cc1)N1CC1c1ccccc1 (stereo not given),-12%,-14%,-2,-1%,-23,-12,-3%
Cc1ccc(S(=O)(=O)N2CCCC2)cc1C(=O)NC1CCCCC1,4%,2%,-4,14%,-14,-2,-4%
C(=C\c1cccc2ccccc12)/c1nnc(-c2cccs2)o1,?,-47%,1,0%,-7,13,39%[activator]
CC(C)C(NC(=O)c1ccccc1)C(=O)N1CCN(C/C=C/c2ccccc2)CC1 (stereo not given),-2%,97%[activator],.,.,-32,.,-10%
Cc1ccc(C)c(N(C(=O)c2nsc(Cl)c2Cl)C(C(=O)NC2CCCC2)c2ccc(O)cc2)c1 (stereo not given),-13%,-31%,0,-8%,-31,-4,-12%
CCOCCC(=O)Nc1nnc(CCc2ccccc2)s1,-17%,-6%,1,13%,31,-5,3%
COC(=O)CN(c1ccccc1)S(=O)(=O)c1ccc(F)cc1,?,-11%,-3,1%,2,4,-6%
CSc1ccccc1NC(=O)CN(C)C(C)C(=O)NCc1ccc2c(c1)OCO2 (stereo not given),.,-10%,.,.,23,.,?
O=C(OCC(=O)N1CCCC1=O)c1cc(S(=O)(=O)N2CCOCC2)ccc1Cl,?,0%,.,.,-13,.,4%
O=c1c2nnn(Cc3ccccc3)c2ncn1-c1ccccc1,4%,0%,0,8%,-1,-7,7%
Cc1nn2c(COc3ccc(NC(=O)C(C)C)cc3)nnc2c2ccccc12,?,24%,6,1%,-31,12,-1%
CCOc1cccc(OCCCCN2CCCCC2)c1,1%,-16%,-1,-15%,9,-12,0%
Cc1ccc(NC(=O)c2cccc(S(=O)(=O)N3CCCCC3)c2)cc1,-5%,-34%,-1,10%,-33,18,-6%
Cc1ccc(S(=O)(=O)N(C)C)cc1NC(=O)COC(=O)Cc1ccccc1F,?,-7%,.,.,-15,.,-5%
CC(=O)N1CCN(S(=O)(=O)c2cccc(C(=O)NNC(=O)Cn3ccc(C(F)(F)F)n3)c2)CC1,?,-21%,.,.,-23,.,80%[activator]
# Next results:
SMILES,AmpC detergent,AmpC no deterg,Cycloheximide cs,FBPA Giardia inh,HCMV inh,Shiga toxin inh,AMA1-RON2 inh
CSc1ccccc1NC(=O)CN(C)CC(=O)Nc1ccc(Cl)cc1F,-1%,78%[activator],1,-11%,-10,-7,51%[activator]
Cc1cc(C)n(-c2ccc(C(=O)N3CCc4ccccc43)cc2)n1,?,-3%,18*,5%,7,63*,-12%
COc1ccc(-c2nnc(SCC(=O)NCc3ccco3)o2)cc1,-13%,-23%,22*,0%,13,92*,-5%
CCCCN1C(=O)/C(=C2\SC(N3CCCCC3)=NC2=O)c2ccccc21,?,100%[activator],26*,-7%,-22,57*,-18%
Cc1cccc(NC(=O)c2ccc(C(=O)Nc3cccc(C)c3)nc2)c1,-4%,-17%,23,-9%,-7,64*,5%
Cc1cc(NC(=O)COC(=O)c2c(C)c(C)c(C)c(C)c2C)no1,.,-23%,.,.,-28,.,13%
NC(=O)CCn1cnc2ccccc21,5%,-8%,-1,1%,23,14,3%
Cc1cccc(NC(=O)C2CCCN(S(=O)(=O)c3ccc4[nH]c(=O)ccc4c3)C2)n1 (stereo not given),-1%,-23%,-2,8%,-32,17,6%
COC(=O)c1ccccc1NC(=O)COC(=O)c1ccccc1N=Nc1ccc(N(C)C)cc1,-16%,-35%,17,1%,-36,16,?
CCOC(=O)N1CCN(S(=O)(=O)c2ccc(C)cc2)C1c1ccccc1 (stereo not given),?,32%,-8,1%,17,-11,13%
CCOC(=O)NC(Nc1ncccn1)(C(F)(F)F)C(F)(F)F,-13%,-6%,5,0%,8,-10,0%
CC(SCc1ccccc1)C(=O)NN=C1CCN(C)CC1 (stereo not given),11%,89%[activator],-1,-4%,18,28,43%[activator]
COCCNC(=O)c1c(CSc2ccccc2)noc1C(=O)NCc1ccccc1,-2%,23%,-5,-4%,8,-11,2%
O=C(NC12CC3CC(CC(C3)C1)C2)c1ccc(-c2cccc(Cl)c2)o1,-5%,-7%,35*,1%,-63*,83*,-25%

# Source: PubChem BioAssay
